# FBW7 activator = human FBW7 E3 ligase activation, primary screen. Q969H0. AlphaScreen FBW7–phospho-cyclin E peptide binding, activator screen. normalized activity (activation), % at 26.1 µM. 650,000 compounds, 0.13% hits. AID 1259310; in the data active means normalized activity above about 1.9%;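 further: purified mutant Fbw7 with reduced substrate affinity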
# GPR151 ag = activates the human receptor GPR151; Q8TDV0; PathHunter beta-arrestin GPR151 cells, luminescence; activation, % at 11.2 µM; 650,000 compounds, 1% hits; AID 1508602; in the data active means activation above about 4.9%;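 further: 0% = median of compound wells and 100% = cells with positive control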
# Target sequence (Q8TDV0 whole entry, looked up): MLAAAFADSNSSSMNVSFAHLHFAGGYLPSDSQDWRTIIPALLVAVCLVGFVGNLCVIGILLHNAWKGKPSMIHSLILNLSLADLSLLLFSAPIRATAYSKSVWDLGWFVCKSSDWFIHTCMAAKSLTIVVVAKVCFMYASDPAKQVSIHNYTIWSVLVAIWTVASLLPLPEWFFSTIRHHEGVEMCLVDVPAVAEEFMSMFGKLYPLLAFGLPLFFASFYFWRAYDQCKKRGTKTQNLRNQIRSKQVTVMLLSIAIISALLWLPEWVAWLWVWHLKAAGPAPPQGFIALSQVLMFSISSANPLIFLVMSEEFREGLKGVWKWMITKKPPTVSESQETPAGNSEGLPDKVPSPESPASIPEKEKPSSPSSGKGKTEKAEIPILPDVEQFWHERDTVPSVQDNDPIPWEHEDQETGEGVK
# MITF primary = inhibitors of human MITF. O75030. AlphaScreen MITF homodimerization, bead proximity signal. inhibition, % at 2.6 µM. 650,000 compounds, 0.91% hits; in the data active means inhibition above about 50%;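 further: 0% = vehicle wells with protein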
# Target sequence (O75030 whole entry, looked up): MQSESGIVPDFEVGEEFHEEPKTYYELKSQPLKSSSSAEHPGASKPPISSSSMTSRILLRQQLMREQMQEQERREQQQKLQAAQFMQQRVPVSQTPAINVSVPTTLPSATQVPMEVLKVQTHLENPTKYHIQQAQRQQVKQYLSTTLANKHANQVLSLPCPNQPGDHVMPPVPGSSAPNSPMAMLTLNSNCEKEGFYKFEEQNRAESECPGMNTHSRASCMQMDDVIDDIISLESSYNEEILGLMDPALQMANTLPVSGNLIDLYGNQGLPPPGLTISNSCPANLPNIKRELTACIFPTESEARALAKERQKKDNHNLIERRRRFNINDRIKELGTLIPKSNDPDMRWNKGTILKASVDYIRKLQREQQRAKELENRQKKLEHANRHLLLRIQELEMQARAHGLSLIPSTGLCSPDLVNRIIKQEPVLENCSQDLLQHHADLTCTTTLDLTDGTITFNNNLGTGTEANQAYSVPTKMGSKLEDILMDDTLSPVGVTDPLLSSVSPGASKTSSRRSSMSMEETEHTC
# TEAD-YAP inh = TEAD-YAP interaction inhibition. AID 1259422. HEK-TIYL cells, TEAD-Gal4/YAP UAS-luciferase luminescence. 640,000 compounds, 1.4% hits. inhibition, % at 9.12 µM; in the data active means inhibition above about 32%;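 further: 0% = median of test compound wells and 100% = reference inhibitor wells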
# Starred values were filed as active, the others as inactive.
SMILES,FBW7 activator,GPR151 ag,MITF primary,TEAD-YAP inh
Cc1ccc(C2CC(C(F)(F)F)n3nc(C(=O)N4CCN(Cc5ccccc5)CC4)cc3N2)cc1 (stereo not given),-0.3,-0.1,5.7,-4.1
Cc1cc(NC(=O)C(C)NCCc2ccccc2)no1 (stereo not given),-0.2,1.0,21.8,-0.8
COc1cc2c(cc1OC)CN(CC(O)c1ccccc1)CC2 (stereo not given),-0.1,-0.9,50.6*,4.3
C/C(=N/NC(=O)Nc1ccccc1)c1ccco1,-0.1,-0.3,3.2,-60.6
COc1ccccc1OC(=O)COc1ccc2ccccc2c1,0.0,0.2,-0.2,9.6
O=C1NCCN(Cc2ccc(-c3ccccc3)cc2)C1CC(=O)N1CCCC1 (stereo not given),-0.1,2.0,12.1,0.8
COC(=O)CN1C(=S)N(c2ccccc2)C(=O)C1CC(=O)Nc1ccc(Cl)cc1 (stereo not given),0.0,0.8,-14.7,10.6
CCc1cc2c(NCCc3ccccc3)ncnc2s1,0.0,2.4,0.3,36.2*
CN(C)/C=C/C(=O)c1nnn(C2CCCCC2)c1NC1CCCCC1,0.0,0.9,6.1,-4.4
Cc1nnc2c(N3CCN(c4ccccn4)CC3)nc3ccccc3n12,-0.1,6.2*,-6.2,1.3
O=C(Nc1ccccc1Cl)c1csc(-n2cccc2)n1,0.2,5.7*,0.8,-50.4
Cc1ccc(NC(=O)c2cc(S(=O)(=O)NCc3ccco3)ccc2F)cc1F,-0.1,-0.3,-34.4,-0.5
Cc1cc(C)nc(SCCS(=O)(=O)Cc2ccccc2)n1,0.0,0.9,13.8,0.7
CCOC(=O)C1CCN(C(=O)c2ccc(N(C)C)cc2)CC1,0.1,1.1,10.9,-43.1
C=C(C)CN(CC)Cc1ccc(C(=O)OC)cc1,0.3,-1.2,48.8,4.5
CC1CC(C)(C)NC(=S)N1CCCC(=O)Nc1ccc2c(c1)OCCO2 (stereo not given),0.0,-0.3,13.8,-19.9
CCc1nnc(NC(=O)c2ccc(OC)cc2OC)s1,-0.3,-2.2,16.8,2.3
CCOC(CCNS(=O)(=O)c1ccc2c(c1)oc(=O)n2C)OCC,0.0,0.1,0.6,-2.4
O=C(NCc1cccs1)C1CCN(C(=O)NCc2ccccc2)CC1,0.0,0.4,2.3,3.3
CCOc1cccc(/C=N/n2cnnc2)c1O,0.1,-1.1,12.7,-1.4
O=C(NC1CC1)c1ccc(Nc2ccncc2)s1,0.1,-0.8,2.3,-17.3
Cc1ccc(C(=O)OCCCCN2C(=O)c3ccccc3C2=O)cc1NC(=O)c1ccco1,0.1,-1.7,18.2,7.4
N#CC1=C(SCC(=O)Nc2ccc(F)cc2)NC(=O)CC1c1cccs1 (stereo not given),0.5,-1.8,15.3,-14.9
CC(C)N(CCNC(=O)c1ccnc(-c2ccc(N3CCOCC3)nc2)c1)C(C)C,0.0,-0.1,10.4,-5.1
CCOc1cc(CNCc2ccc(F)cc2)ccc1OCC(=O)NC(C)(C)C,0.1,3.5,-16.5,11.1
CCOC(=O)C(NC(=O)Nc1cc(Cl)ccc1Cl)(OCC(F)(F)F)C(F)(F)F (stereo not given),0.0,-0.2,16.7,8.9
CCCCNCCCOc1cccc(C)c1C,0.1,2.1,8.8,4.2
CC(C)(C)C(=O)Oc1cc(N)n(S(=O)(=O)c2ccc(F)cc2)n1,0.0,-0.2,-0.5,-4.4
Cc1ccccc1NC(=O)C1OC2OC(C)(C)OC2C2OC(C)(C)OC12 (stereo not given),0.1,2.0,6.7,-0.7
COc1cccc(O)c1CN1CCN(Cc2ccc(C)cc2)C(CCO)C1 (stereo not given),0.1,-0.7,6.9,-1.6
COc1ccc(-c2ccc(=O)n(CC3CCN(C(=O)c4c(F)cccc4F)CC3)n2)cc1,-0.2,2.3,-8.0,-12.3
CCCN1CCC(n2nccc2NC(=O)C(OC)c2ccccc2)CC1 (stereo not given),0.0,-0.5,10.7,5.7
CCn1nnc2c(NCCc3cccc(OC)c3)ncnc21,-0.1,0.7,9.4,12.7
Fc1ccc(N2CCn3c(SCCc4ccccc4)nnc32)cc1,0.0,-0.2,3.2,-19.6
Cc1nn2c(=O)/c(=C/c3ccc(-c4ccc(Cl)cc4)o3)sc2nc1=O,-0.2,1.3,15.4,3.3
COCCNC(=O)c1n(O)c2ccccc2[n+]1[O-],0.5,-1.3,-2.7,-9.4
COc1ccc(COC(=O)C2=C(C)NC3=C(C(=O)CCC3)C2c2cccc(Cl)c2)cc1 (stereo not given),0.1,-1.1,5.6,3.2
CCOCCCNC(=O)c1ccc(CS(=O)(=O)Cc2ccc(C)cc2)o1,-0.2,0.9,-3.6,1.6
NC(=O)c1ccc(N2CCN(S(=O)(=O)c3ccccc3)CC2)c([N+](=O)[O-])c1,-0.1,4.7,2.9,34.2*
Cc1ccc(Nc2cnccn2)c2c1CC(C)(C)O2,0.5,-1.1,-8.7,-4.3
Cc1ccc(C)c2[nH]c(=O)c(CN(Cc3ccco3)Cc3nnnn3Cc3ccco3)cc12,0.0,-1.2,12.2,-4.4
CC1(C)Nc2ccccc2-c2nnc(SCc3ccccc3)nc2O1,0.3,1.8,12.5,-19.5
CC1(C)CC(=O)C2=C(C1)NC(=O)CC2c1c(F)cccc1Cl (stereo not given),-0.2,-1.0,-6.0,1.0
CCc1ccccc1NC(=O)CSc1nc2c(sc(=S)n2CCc2ccccc2)c(=O)n1-c1ccccc1OC,-0.2,-0.4,-1.9,12.7
CC(=O)NC1=C(Nc2ccc(N(C)C)cc2)C(=O)c2ccccc2C1=O,-0.1,-6.2,26.2,-43.5
NC(=O)CN1C(=O)C(O)(CC(=O)c2ccccc2)c2ccccc21 (stereo not given),0.1,-0.4,-6.5,0.1
Cc1ccc(N(O)S(=O)(=O)c2ccc([N+](=O)[O-])cc2)cc1,0.1,1.8,0.2,9.8
O=C(NC1CCCc2ccccc21)c1cccc2nccnc12 (stereo not given),-0.3,-1.0,2.6,0.9

# Three entries already listed, arranged by length of the SMILES, lowest first.
SMILES,FBW7 activator,GPR151 ag,MITF primary,TEAD-YAP inh
CC1(C)CC(=O)C2=C(C1)NC(=O)CC2c1c(F)cccc1Cl (stereo not given),-0.2,-1.0,-6.0,1.0
Cc1ccc(N(O)S(=O)(=O)c2ccc([N+](=O)[O-])cc2)cc1,0.1,1.8,0.2,9.8
NC(=O)c1ccc(N2CCN(S(=O)(=O)c3ccccc3)CC2)c([N+](=O)[O-])c1,-0.1,4.7,2.9,34.2*

# The listing continues:
SMILES,FBW7 activator,GPR151 ag,MITF primary,TEAD-YAP inh
CC(C)CCNC(=O)c1c[nH]c2ccc(S(=O)(=O)N3CCOCC3)cc2c1=O,0.3,1.8,13.8,-14.2
O=C(Nc1cc2c3c(c1)CCC(=O)N3CCC2)c1cc(Cl)ccc1Cl,0.0,-0.4,5.0,11.8
Brc1ccc(Nc2nc(-c3cccnc3)cs2)cc1,-0.1,-0.3,10.6,-68.2
O=C(NC1CC2CCC(C1)N2C(=O)NC1CCCCC1)NC12CC3CC(CC(C3)C1)C2 (stereo not given),0.0,1.0,-0.2,-5.1
O=C(NC(=S)Nc1cccnc1)c1cccc2ccccc12,-0.4,-0.7,-7.5,-3.8
Cc1cc(Br)ccc1N1C(=O)/C(=C/c2ccc(-c3ccc(Cl)c(Cl)c3)o2)C=C1c1ccccc1,0.1,0.6,-6.4,5.9
Cc1ccc(N(Cc2ccc(C(=O)NC(C)(C)C)cc2)S(C)(=O)=O)cc1C,0.1,-0.5,2.6,-2.1
O=C(Nc1ccccc1Cl)N[C@H]1C[C@H]2C(=O)N3CCC[C@@H]3C(=O)N2C1,0.4,-1.7,22.3,-0.9
CCN1C(=O)/C(=C2/C=Cc3ccccc3N2C)OC1=S,0.1,0.3,15.8,-18.0
COc1cc(/C=c2\sc3nc(-c4ccccc4OC(C)=O)nn3c2=O)ccc1OCc1ccccc1,0.1,0.1,-11.8,-5.2
COc1cccc(C2C(C(C)=O)=C(O)C(=O)N2CCN2CCOCC2)c1 (stereo not given),0.0,0.4,17.3,12.9
COC(CNc1ccc2nnc(CCNC(=O)c3ccccc3)n2n1)OC,0.2,-1.2,14.2,9.5

# Complete entries, quoted from the list. Screens in order: FBW7 activator | GPR151 ag | MITF primary | TEAD-YAP inh
# O=C(Nc1cc2c3c(c1)CCC(=O)N3CCC2)c1cc(Cl)ccc1Cl is listed as 0.0 | -0.4 | 5.0 | 11.8
# COc1cc(/C=c2\sc3nc(-c4ccccc4OC(C)=O)nn3c2=O)ccc1OCc1ccccc1 is listed as 0.1 | 0.1 | -11.8 | -5.2
# Brc1ccc(Nc2nc(-c3cccnc3)cs2)cc1 is listed as -0.1 | -0.3 | 10.6 | -68.2
# O=C(NC1CC2CCC(C1)N2C(=O)NC1CCCCC1)NC12CC3CC(CC(C3)C1)C2 (stereo not given) is listed as 0.0 | 1.0 | -0.2 | -5.1

# Following part:
SMILES,FBW7 activator,GPR151 ag,MITF primary,TEAD-YAP inh
Cc1ccc(CNc2ncnc3nc[nH]c23)cc1,0.2,-0.5,7.5,5.0
COc1cc(C(=O)NNC(=O)COc2ccc(C(C)(C)CC(C)(C)C)cc2)cc(OC)c1OC,0.1,-0.6,12.2,4.7
CCCN1CCCc2cc(CCNS(=O)(=O)Cc3ccccc3)ccc21,-0.1,-1.4,7.8,-11.0
CC(=O)N1CCC(=O)N(C)c2ccccc21,-0.1,-1.0,0.9,7.7
CC1CC(C)(C)NC(=S)N1CCCC(=O)NC(c1ccccc1)c1ccccc1 (stereo not given),-0.1,-0.4,1.6,1.3
CCOc1cc(C2CC(=O)Nc3cc4c(cc32)OCCO4)ccc1O (stereo not given),0.2,0.4,-15.0,3.5
CC(NC(=O)c1ccccc1)c1nc(-c2ccccc2)no1 (stereo not given),0.3,-1.2,-13.3,-0.8
CCCCC(=O)NS(=O)(=O)c1ccc(NC(C)=O)cc1,-0.2,0.4,-7.2,5.8
O=C(CSc1ncccn1)N/N=C/c1ccc(Br)cc1,0.2,0.0,2.0,-4.9
COc1ccccc1NS(=O)(=O)/C=C/c1ccccc1,0.3,0.4,10.0,-5.8
COC(=O)CCSc1cc([N+](=O)[O-])cc2c1c(C1OCCO1)nn2-c1ccccc1,0.0,1.1,6.1,-5.5
N#C/C(=C\c1c(Oc2ccccc2Cl)nc2ccccn2c1=O)C(=O)N1CCOCC1,-0.1,-2.0,18.0,23.9
COC(=O)/C(=C/C=C(\C)N(C)C)C(N)=O,-0.2,2.6,3.7,0.7
CCN(CC)c1ccc(/C=N\NC(N)=O)cc1,-0.5,-1.3,2.5,-17.4
CC(C)(C)NC(=O)CCN(/N=C/c1cccc(O)c1)C1=NS(=O)(=O)c2ccccc21,-0.1,-0.3,8.8,13.7
Cc1nc(C)c(C(=O)Nc2ccc(C)c(F)c2)o1,1.3,0.7,10.2,1.3
COc1ccc(Cl)cc1NC(=O)c1nn2c(c1Br)NC(c1ccc(Br)o1)CC2C(F)(F)F (stereo not given),-0.1,2.2,-3.3,-7.0
COc1ccc(NC(=O)Nc2ccc(S(N)(=O)=O)cc2)c(OC)c1,0.0,-1.8,3.6,5.2
COc1ccc(-c2noc(N3CCC(C(=O)N(C)c4cccc(C)c4)CC3)n2)cc1,-0.1,0.1,-18.2,10.9
Oc1ccc(Br)cc1C1N=C(c2ccccc2)NC(c2ccccc2)=N1,0.5,-1.1,-7.9,-0.8
COc1ccc(OCCOCC(O)CN2CCOCC2)cc1 (stereo not given),0.6,-1.1,16.1,9.3
COc1ccc(CC(=O)NC(C)(C)C)cc1,0.1,-0.8,-0.8,-18.4
CCOc1ccc(S(=O)(=O)n2nc(C)cc2C)cc1,0.7,-1.1,14.9,1.9
CCN(CC)S(=O)(=O)c1cccc(C(=O)Nc2ccc(O)cc2)c1,0.2,-1.9,5.5,48.1*
C(=C\c1ccncc1)/c1ccccc1,0.1,-2.1,6.9,-30.6
CCOCc1nnc(NC(=O)COC)s1,0.2,1.0,-2.0,-0.3
S=c1nc(NCCCN2CCN(c3cccc(Cl)c3)CC2)c2ccccc2[nH]1,0.1,-0.1,6.0,19.7
COc1ccc(Oc2coc3cc(OC(=O)c4c(OC)cccc4OC)ccc3c2=O)cc1,0.1,1.2,5.0,5.2
CSc1nc(N(C)C)nc(N(C#N)CCOC(C)=O)n1,0.0,0.7,8.6,12.9
Cc1nc(NCCc2ccc(S(N)(=O)=O)cc2)c2c(-c3cccs3)csc2n1,0.0,1.5,-6.7,9.9
CCOC(=O)c1ccccc1NC(=O)C(C)N1c2cccc3cccc(c23)S1(=O)=O (stereo not given),0.0,1.7,-6.0,-12.2
COC(=O)c1c(NC(=O)c2ccc(Cl)cc2Cl)sc(Cc2ccccc2)c1C,-0.1,-0.3,-3.1,6.3
COc1cc(NC(=O)C2CCCCC2)c(C(=O)O)cc1OC,-0.2,-0.8,8.2,1.3
COc1cccc(/C=C(\C#N)C(N)=O)c1,-0.1,-0.5,-9.1,-5.7
CCOC(=O)C(=O)Nc1ccc(S(=O)(=O)N2CCOCC2)cc1OC,0.0,0.9,3.3,8.3
CC(=O)NC(CC(C)C)c1nnc2n1CCN(Cc1ccc(CN3CCCC3)s1)CC2 (stereo not given),0.0,0.4,-4.4,-0.9
CCn1c(=O)n(CC(=O)Nc2ccc(Cl)cn2)c(=O)c2ccccc21,0.2,0.3,9.4,-6.6
